Screening results: PubChem, several laboratories
ABHD5 PLIN5 PPI: inhibitors of human ABHD5-perilipin-5 interaction | inhibition, % at 4 µM | 360,000 compounds, 0.78% hits | Split G. princeps luciferase complementation, luminescence, 4 h;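 active = inhibition above the mean inhibition across every tested compound plus 3 SD, cut at about 22% in these data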;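 note: 0% = DMSO only wells and the 100% control is not disclosed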
aDG glyco act: increases alpha dystroglycan glycosylation; Pro5-aDG cells, alpha-DG glycosylation AlphaScreen (IIH6); 0% Pro5, 100% B10-LARGE cell signal; activation, % at 10 µM; 360,000 compounds, 0.22% hits; AID 624168;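 active = activation of at least 8% versus controls, or a plate z-score of at least 8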;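 note: Pro5 are CHO cells carrying HIG-tagged alpha-DG that lacks glycosylation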
MC4R antag cAMP: antagonists of human melanocortin 4 receptor (MC4R); P32245; MC4R-expressing cells, MTII-stimulated cAMP, LANCE TR-FRET; inhibition, % at 6.5 µM; 360,000 compounds, 0.48% hits; AID 540295;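 active = inhibition above its plate's cutoff, the mean of tested wells on that plate plus 3 SD, cut at about 29% in these data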;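 note: 0% = Melanotan II alone and 100% = Melanotan II plus saturating MCL0020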
Target sequence (P32245 whole entry, looked up): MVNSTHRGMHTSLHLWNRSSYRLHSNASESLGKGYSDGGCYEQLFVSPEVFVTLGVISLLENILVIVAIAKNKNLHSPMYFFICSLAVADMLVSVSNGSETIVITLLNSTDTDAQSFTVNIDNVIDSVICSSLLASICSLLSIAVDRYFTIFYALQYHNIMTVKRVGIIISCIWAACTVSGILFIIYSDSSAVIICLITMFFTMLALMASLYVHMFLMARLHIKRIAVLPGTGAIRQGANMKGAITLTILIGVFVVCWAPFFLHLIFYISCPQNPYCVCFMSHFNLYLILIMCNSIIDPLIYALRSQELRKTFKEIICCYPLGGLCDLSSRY
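Material: human MC4R-expressing U2OS cells. Probe or stimulus: Melanotan II challenge. Dosing: 6.5 µM single dose. Times: 30-min compound, 1-h challenge, 1-h detection, room temperature. Technique: TR-FRET with Eu-cAMP and labeled anti-cAMP, 671 nm. Replication: singlicate.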
Granule exo inh: lytic granule exocytosis inhibition; TALL-104 LAMP-1 surface exposure, flow cytometry; cells stimulated with thapsigargin and PMA; 360,000 compounds, 0.66% hits; inhibition, % at 10 µM;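 active = inhibition above about 55%, limit read from the data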
TLR9-MyD88 inh: TLR9-MyD88 interaction inhibition; inhibition, % at 4.98 µM; CHO BLA complementation TLR9-MyD88, CCF4 FRET ratio; 340,000 compounds, 0.21% hits; AID 504734; Q9NR96+Q99836;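 active = inhibition above the mean over all tested compounds plus 3 SD, cut at about 21% in these data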;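 note: 0% = DMSO only wells and 100% = clavulanate BLA inhibitor control wells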
NOD2 RIPK2 PPI: NOD2-RIPK2 protein interaction inhibition; O43353; CHO BLA complementation NOD2-RIPK2, CCF4 ratio; 360,000 compounds, 0.38% hits; inhibition, % at 4.98 µM; in the data active = inhibition above about 21%;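 note: 0% = vehicle only and 100% = reference blocker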
Target sequence (O43353 whole entry, looked up): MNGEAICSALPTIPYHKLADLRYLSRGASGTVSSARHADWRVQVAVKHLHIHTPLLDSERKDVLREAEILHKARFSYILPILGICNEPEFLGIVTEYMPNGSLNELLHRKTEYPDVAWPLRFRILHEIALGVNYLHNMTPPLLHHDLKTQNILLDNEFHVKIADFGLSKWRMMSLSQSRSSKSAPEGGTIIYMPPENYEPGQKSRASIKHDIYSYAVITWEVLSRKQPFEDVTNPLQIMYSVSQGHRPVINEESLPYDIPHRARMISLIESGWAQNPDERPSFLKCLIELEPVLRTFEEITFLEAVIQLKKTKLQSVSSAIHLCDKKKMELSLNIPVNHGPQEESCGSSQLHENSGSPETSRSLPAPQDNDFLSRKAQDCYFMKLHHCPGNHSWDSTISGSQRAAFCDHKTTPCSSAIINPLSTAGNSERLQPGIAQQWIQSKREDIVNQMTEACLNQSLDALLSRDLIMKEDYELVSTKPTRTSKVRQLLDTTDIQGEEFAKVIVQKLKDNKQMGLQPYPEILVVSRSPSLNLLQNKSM
Vif imaging: HIV Vif inhibition | 340,000 compounds, 0.35% hits | HEK293T cells, Vif self-association by quenched fluorescence, imaging, 24 h | inhibition, % at 7.49 µM | AID 602346; in the data active = inhibition above about 50%, passing the limit was not always enough; note: some results filed as inactive read as strong as hits
MC4R barr agon: agonists of human melanocortin 4 receptor (MC4R) beta-arrestin; U2OS MC4R beta-arrestin complementation, luminescence; percent of melanotan II response, DMSO zero; 360,000 compounds, 0.98% hits; activation, % at 8.9 µM;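 active = activation above a per-plate cutoff, the mean activation of sample wells on that plate plus 3 SD, cut at about 8% in these data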
Glyco luc inh: blocks N-linked glycosylation in D54 reporter cells; D54 ERlucT glycosylation luciferase reporter, 24 h; percent of 100 nM tunicamycin response; reporter increase, % at 12.5 µM; 360,000 compounds, 0.23% hits; AID 588692;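 active = mean luciferase reporter signal, scaled so untreated is 0 and the glycosylation-blocking control 100, at or above a set limit in every replicate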;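 note: luciferase carries N-glycosylation sites so blocking glycosylation raises the light; 0% = median of neutral control wells and 100% = median of 100 nM tunicamycin wells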
ABCB6 inh MLPCN: inhibitors of human ABC transporter ABCB6; 360,000 compounds, 0.19% hits; fluorescence ratio to DMSO, % at 10 µM; K562-ABCB6 porphyrin accumulation, flow cytometry, 1 h; hits give low values; AID 602162;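 active = fluorescence ratio to DMSO below 75%, the collection mean minus 3 SD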;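 note: signal is porphyrin accumulated inside mitochondria; 100% equals median channel fluorescence of DMSO control wells; lower ratio means ABCB6 inhibition with less porphyrin fluorescence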
* = called active by the depositor; x = not tested or not shown. This is a subset; rates above refer to the full screens.

compound,ABHD5 PLIN5 PPI,aDG glyco act,MC4R antag cAMP,Granule exo inh,TLR9-MyD88 inh,NOD2 RIPK2 PPI,Vif imaging,MC4R barr agon,Glyco luc inh,ABCB6 inh MLPCN
Cc1nc2ccccc2nc1OCC(=O)Nc1ccc(F)cc1,1,-0.1,20,-2,6,-1,2,1.3,1,85
COC(=O)c1c(NC(=O)C2Cc3ccccc3C(=O)O2)sc2c1CCCC2 (configuration not stated),-7,-0.1,11,-4,-1,-1,-14,1.2,4,95
CC(=O)c1c(C)[nH]c(C(=O)CSc2nnc(-c3ccco3)n2Cc2ccccc2)c1C,-8,0.3,-2,1,7,-2,-25,1.6,0,90
CCOC(=O)[C@]12CCC=C1N(CCC1=CCCCC1)C(=O)[C@H](CC(=O)NCCCCc1ccccc1)C2,-11,0.0,x,7,x,0,x,x,x,98
Cc1cc([N+](=O)[O-])nn1CC(=O)N(C)Cc1ccccc1,10,-0.2,0,-8,4,-20,-4,1.1,0,92
CN1CCN(C(=S)c2cn(Cc3ccccc3)c3ccccc23)CC1,6,0.0,3,-2,-10,-9,4,-1.4,-3,97
N#C/C(=C\c1ccc(N2CCOCC2)o1)C(=O)NCC1CCCO1 (configuration not stated),3,-0.4,-16,-3,0,-10,111*,0.1,4,91
CC1CC2C3CCC4=CC(=O)C=CC4(C)C3(F)C(O)CC2(C)C1(O)C(=O)CO (configuration not stated),7,0.1,4,3,-6,-2,-3,-1.9,7,105

The final 6 entries of the part above are carried over, then new ones follow.
compound,ABHD5 PLIN5 PPI,aDG glyco act,MC4R antag cAMP,Granule exo inh,TLR9-MyD88 inh,NOD2 RIPK2 PPI,Vif imaging,MC4R barr agon,Glyco luc inh,ABCB6 inh MLPCN
CC(=O)c1c(C)[nH]c(C(=O)CSc2nnc(-c3ccco3)n2Cc2ccccc2)c1C,-8,0.3,-2,1,7,-2,-25,1.6,0,90
CCOC(=O)[C@]12CCC=C1N(CCC1=CCCCC1)C(=O)[C@H](CC(=O)NCCCCc1ccccc1)C2,-11,0.0,x,7,x,0,x,x,x,98
Cc1cc([N+](=O)[O-])nn1CC(=O)N(C)Cc1ccccc1,10,-0.2,0,-8,4,-20,-4,1.1,0,92
CN1CCN(C(=S)c2cn(Cc3ccccc3)c3ccccc23)CC1,6,0.0,3,-2,-10,-9,4,-1.4,-3,97
N#C/C(=C\c1ccc(N2CCOCC2)o1)C(=O)NCC1CCCO1 (configuration not stated),3,-0.4,-16,-3,0,-10,111*,0.1,4,91
CC1CC2C3CCC4=CC(=O)C=CC4(C)C3(F)C(O)CC2(C)C1(O)C(=O)CO (configuration not stated),7,0.1,4,3,-6,-2,-3,-1.9,7,105
O=C(C(c1ccccc1)C(O)(c1ccccc1)c1ccccc1)N1CCOCC1 (configuration not stated),1,0.0,7,-2,-10,5,15,-1.1,0,101
O=C(COC(=O)c1cccs1)Nc1ccc(S(=O)(=O)N2CCOCC2)cc1,-4,-0.2,17,-1,-3,3,-6,0.3,1,101
CC(C)(C)C1CCC2(CC1)NC(CO)(CO)CO2 (configuration not stated),0,0.0,0,1,-8,-5,1,-0.3,1,119
Cn1c(SCC(=O)NCc2ccccc2)nnc1C1CC1,0,-0.1,3,-2,-3,-5,11,-0.7,-3,103
CCOC(=O)c1c(S(=O)(=O)NCCc2ccc(OC)c(OC)c2)c(C)n(C)c1C,2,-0.1,-1,-2,11,-16,-3,-1.8,-1,103
OC(c1ccc(F)c(F)c1)c1nc(-c2ccc3ccccc3c2)cs1 (configuration not stated),0,0.3,3,-1,x,7,5,-0.6,0,101
CC(=O)C1=C(O)C(=O)N(c2nccs2)C1c1ccc(F)cc1 (configuration not stated),-2,0.1,28,2,-3,-13,-7,1.1,0,103
CCOC(=O)c1cc(C)n(Cc2ccc(OCC)c(OC)c2)c1C,-4,0.2,-4,3,1,-3,-11,-2.2,-4,99

Compounds from the list above containing a furan ring, fused or not (two):
compound,ABHD5 PLIN5 PPI,aDG glyco act,MC4R antag cAMP,Granule exo inh,TLR9-MyD88 inh,NOD2 RIPK2 PPI,Vif imaging,MC4R barr agon,Glyco luc inh,ABCB6 inh MLPCN
CC(=O)c1c(C)[nH]c(C(=O)CSc2nnc(-c3ccco3)n2Cc2ccccc2)c1C,-8,0.3,-2,1,7,-2,-25,1.6,0,90
N#C/C(=C\c1ccc(N2CCOCC2)o1)C(=O)NCC1CCCO1 (configuration not stated),3,-0.4,-16,-3,0,-10,111*,0.1,4,91

Next section
compound,ABHD5 PLIN5 PPI,aDG glyco act,MC4R antag cAMP,Granule exo inh,TLR9-MyD88 inh,NOD2 RIPK2 PPI,Vif imaging,MC4R barr agon,Glyco luc inh,ABCB6 inh MLPCN
COc1ccc(C(=NN)c2ccc(OC)cc2)cc1,3,-0.1,6,-4,3,-8,-9,-2.1,0,98
c1ccc(CNCCCn2cnc3c(OCc4ccccc4)ncnc32)cc1,-4,0.1,-4,-3,-1,-10,-1,3.2,-3,100
COc1ccc(C(=O)NCc2ccc(Cl)c(Cl)c2)cc1OC,5,-0.1,11,6,-7,-2,-3,-0.5,2,96
OC(CNc1ccccc1)COc1ccc(OCC(O)CNc2ccccc2)cc1 (configuration not stated),-2,1.0,4,5,-3,-2,-20,2.6,0,93
Cc1cnc(NC(=O)c2ccc3c(c2)OCCO3)s1,-7,-0.1,-9,-1,-1,-6,-3,-1.0,-17,103
O=C(Nc1cccc(NC(=O)c2cccc(F)c2)c1)c1ccccc1,1,0.2,17,-4,-2,-9,-2,-0.3,1,99
CCN1C(=O)[C@H]2[C@@H](c3ccc(-c4ccc(F)cc4)cc3)N[C@@](C)(C(=O)OC)[C@H]2C1=O,-10,0.0,2,-1,3,2,0,-3.2,0,101
COc1cc2[nH]c(=O)n(CCCCCC(=O)N3CCN(c4ccccn4)CC3)c(=O)c2cc1OC,11,-0.3,2,-3,7,-8,2,-1.6,0,90
CN(Cc1ccccc1)C(=O)CCCn1c(=O)[nH]c2cc(Cl)ccc2c1=O,-5,0.1,5,-2,10,-4,5,-0.2,-2,99
O=C(NC1CCCC1)C1CCCN1C(=O)Oc1ccccc1 (configuration not stated),-5,0.0,-4,-2,10,3,-1,-1.5,0,100
NC(=O)CSc1nnc(-c2ccoc2)o1,-5,0.3,2,-1,7,-7,4,-2.6,0,92
CCc1ccc(N2CC(C(=O)Nc3ccc(S(=O)(=O)N4CCCCC4)cc3)CC2=O)cc1 (configuration not stated),-2,0.4,-2,20,5,0,-9,0.9,-4,100
COc1ccc(C2C(C(C)=O)=C(O)C(=O)N2CCc2c[nH]c3ccccc23)cc1 (configuration not stated),-13,0.5,12,0,1,-3,-11,0.3,0,103
O=C(/C=C/c1ccco1)Nc1nc(-c2ccccn2)cs1,12,1.6,17,-2,-9,4,-2,-1.4,-4,107
CCNC(=O)C1(C)CCCN(Cc2cccc(Oc3ccccc3)c2)C1 (configuration not stated),1,0.0,4,8,x,-9,x,-0.5,1,96
CC(=O)/C(=N\Nc1cccc(Cl)c1)Sc1nnc(-c2ccccc2)n1-c1ccccc1,-1,-0.2,-1,7,-3,-3,-13,3.0,-5,102
Cc1n[nH]c(C)c1S(=O)(=O)N(CC(=O)N1CCc2ccccc21)c1ccc(C(C)C)cc1,2,0.2,-28,-5,-3,4,21,13*,-2,99
CCOC(=O)NC(=O)/C(C=Nc1ccc(Cl)cc1)=C(\C)O,-2,0.2,16,14,-7,-4,-3,-1.5,1,106
COc1ccc(NS(=O)(=O)c2ccc(C)c(C(=O)N(C)CCc3ccc(OC)c(OC)c3)c2)cc1,-5,0.4,8,-8,3,8,-3,-0.9,-2,85
CC(C)(C)n1nnnc1C(c1ccccc1F)N1CCN(C2CCCC2)CC1 (configuration not stated),4,0.2,4,0,0,2,19,-0.4,-2,81
COCON1C(=O)CN(C(C)=O)C1c1ccc(Cl)cc1Cl (configuration not stated),-1,0.2,12,-2,11,8,1,0.6,1,105
CCN(CC)C(=O)CSc1nc2c(sc(=S)n2CC)c(=O)n1-c1ccccc1,3,0.1,14,0,-8,11,1,-0.9,5,97
Cc1ccc(CSCC(=O)N(C)CC(=O)Nc2ccc(Br)cc2C)cc1,-5,0.0,7,2,-7,-9,3,1.4,1,90
O=C(Nc1nc2ccccc2n1CCOc1ccccc1)c1ccco1,-4,1.4,-6,29,-5,-9,-2,1.6,6,98
CN(Cc1cnn(C)c1)C(=O)c1cc2ccccc2oc1=O,-2,-0.5,0,0,4,-1,2,-1.5,1,100
COc1ccc(Cl)cc1-c1noc([C@@H]2O[C@H](CO)[C@@H](O)[C@H]2O)n1,-3,-0.2,8,-3,x,-2,7,0.3,1,99
COc1ccc(C(C)=O)cc1Cn1c(C)c(C(=O)NCCC#N)sc1=O,1,-0.1,3,2,x,11,3,-0.9,-3,103
O=S1(=O)CCN(C2CCCCCC2)CC1,-1,-0.3,-10,-3,4,-9,1,-0.3,2,101
c1ccc(-c2nccc(-c3ccc(-n4cnc5ccccc54)cc3)n2)nc1,5,2.7,1,6,-3,-8,-24,-2.5,-4,106
COc1cccc(-c2cnc3c(NC(C)=O)cc(-c4ccccc4OC)cn23)c1,11,0.0,19,76*,x,-9,7,22*,13,99
COc1ccc(-c2c(C(F)(F)F)nn(C)c2NC(=O)c2ccco2)cc1,2,0.0,10,5,6,-2,-6,0.7,1,104
CC(=O)N1CCN(C(=O)c2ccc(C)c(S(=O)(=O)N3CCCCC3)c2)CC1,-4,0.0,6,7,-5,-6,17,-0.8,1,105
Cc1ccc(OCC(=O)NC2CC(C)(C)NC(C)(C)C2)cc1C,-1,-0.3,-4,-2,4,4,16,-1.4,1,97
C=CCNc1oc(-c2cccc(Cl)c2)nc1C#N,24*,0.1,-11,18,5,7,1,-1.6,4,101
CCN(CC)C(=O)[C@H]1C[C@H](CC(=O)NCCCn2ccnc2)C(=O)N2CCc3c([nH]c4ccc(Cl)cc34)[C@]12C,5,0.1,2,-14,0,-9,-18,0.0,1,102
CCOc1ccc(NC(=O)N(c2ccccc2)c2ccccc2)cc1,4,0.0,9,-9,8,2,5,-1.3,0,96
